FXIIa inh – inhibitors of human coagulation factor XIIa | P00748 | purified FXIIa, Boc-QGR-AMC fluorogenic substrate, 2 h | inhibition, % at 5 µM | hit rate 0.3% among 220,000; in the data active means inhibition above about 40%;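 further: 0% = enzyme with no compound and 100% = blank without enzyme; many of its hits are not listed in these tables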
Wee1 degr inh – blocks degradation of human Wee1 kinase. HeLa Luc-Wee1K328M stability, luciferase luminescence; 100% = proteasome inhibitor MG132 effect. P30291. reporter increase, % at 5 µM. hit rate 1.2% among 220,000. AID 1321;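 active means activation above the mean of all tested compounds plus 3 SD, set per screening run, cut at about 8.8% in these data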;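 further: cells exposed to compound for 20 h before luminescence read; 0% = DMSO alone and 100% = MG132 at 30 µM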
14-3-3 Bad inh – disrupts binding of bovine 14-3-3 zeta to phospho-Bad peptide; AID 781; TR-FRET 14-3-3zeta/Dy647-pBad peptide displacement, 1 h; inhibition, % at 21.7 µM; hit rate 0.71% among 220,000; P63103;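 active means inhibition above about 70%, limit read from the data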;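 further: 0% = full 14-3-3 plus peptide FRET controls and 100% = background without 14-3-3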
eIF4E-4G inh – eIF4E/eIF4G interaction inhibition in translation initiation; inhibition, % at 21.7 µM; hit rate 0.37% among 220,000; P63073+Q04637; TR-FRET eIF4E-eIF4GI(517-606) binding, 2 h; AID 782;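 active means inhibition above about 30%, limit read from the data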;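 further: 0% = full FRET control wells and 100% = background wells lacking eIF4GI fragment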
hK5 inh – kallikrein 5 (human) inhibition; Q9Y337; recombinant hK5, fluorogenic AMC substrate cleavage; inhibition, % at 5 µM; hit rate 0.59% among 210,000;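 active means inhibition of 40% or more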;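 further: 0% = enzyme controls without compound and 100% = no-enzyme blanks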
MDM2 E3 inh – inhibitors of human Mdm2 E3 ubiquitin ligase; hit rate 0.11% among 210,000; Q00987; cell-based MDM2 ubiquitination luciferase reporter, 2 h; 0 = plate control, 100 = twice control, blank-subtracted; AID 1230; signal enhancement, % at 5 µM;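 active means signal enhancement of 30% or more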;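 further: luminescence tracks abundance of the self-degrading MDM2-luciferase fusion protein; higher signal means inhibition of MDM2 E3 ligase activity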
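Timing – 2 h compound exposure at 37 °C · Assay system – mammalian cells stably expressing self-ubiquitinating, self-degrading MDM2 E3–luciferase fusion · Amount – 2000 cells seeded into each well · Measure – % luminescence enhancement versus blank-corrected plate control mean · Measured by – SteadyLite luminescence, 15 min reagent step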
p97 inhibitor – blocks human p97 ATPase activity; P55072; recombinant p97 ATPase, Kinase-Glo ATP luminescence, 3 h; inhibition, % at 8 µM; hit rate 0.42% among 220,000; in the data active means inhibition above about 15%;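 further: 0% = DMSO vehicle and 100% = wells lacking enzyme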
Rad51 HR inh – blocks human Rad51 in homologous recombination | Q06609 | hRad51 DNA strand exchange, fluorescence dequenching | inhibition, % at 10 µM | hit rate 0.085% among 200,000 | AID 1385;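 active means inhibition above 40% at the single screening dose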;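 further: 0% = DMSO control wells and 100% = blanks with heterologous ssDNA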
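Assay system: Human Rad51 nucleoprotein filaments preassembled on unlabelled ssDNA | Reagent: Donor/quencher-labelled 47-bp dsDNA substrate | Doses: One concentration, 10 µM final | Times: 37 °C 15-min filament assembly, 30-min compound preincubation, 15-min exchange | Technique: Fluorescein emission 520 nm, excitation 485 nm | Benchmarks: Plate control and blank wells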
FXIa inh – blocks human coagulation factor XIa protease activity | hit rate 0.14% among 220,000 | purified FXIa, Boc-Glu-Ala-Arg-AMC fluorogenic substrate | P03951 | inhibition, % at 5 µM;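 active means inhibition of at least 40%; inactive means inhibition below 40%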;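 further: fluorescence of freed AMC excited at 355 nm; 0% = enzyme without compound and 100% = no enzyme blank; many of its hits are not listed in these tables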
Numbers without * were called inactive; / = not tested or not shown; [ ] = another dose, or the depositor's remark.

SMILES	FXIIa inh	Wee1 degr inh	14-3-3 Bad inh	eIF4E-4G inh	hK5 inh	MDM2 E3 inh	p97 inhibitor	Rad51 HR inh	FXIa inh
O=C(CN(C(=O)CSc1nc2ccccc2o1)c1ccccc1F)NC1CCCCC1	2	0	-16	-3	-23	-10	2	4	-2
Cc1cc(N(CC(=O)NC(C)C)S(C)(=O)=O)ccc1Br	17	-1	-5	-1[fluorescence artefact?]	-3	-9	3	/	10
COCCN1C(=O)C(O)=C(C(C)=O)C1c1ccc(F)cc1 (stereo not drawn)	18	2	-14	6	-34	-10	8	4	-16
COc1ccc(CCN(Cc2ccccn2)C(=S)Nc2ccccc2Cl)cc1OC	8	-2	-13	-1	-10	14	-6	-22	-2
CCCc1c(C)[nH]c2ccc(NC(C)=O)cc2c1=O	12	8.9*	11	6[fluorescence artefact?]	-19	-7	1	-6	4
Cc1ccc2[nH]c(=O)cc(C(=O)OCC(=O)c3ccccc3)c2c1	24	-3	6	4[fluorescence artefact?]	-14	3	7	/	23
O=C(Nc1sccc1C(=O)N1CCOCC1)c1cccnc1	14	-2	-4	0	22	-24	5	4	3
CCOc1ncccc1C(=O)OCC(=O)Nc1cc(C)ccc1C	8	-2	19	3	-12	-18	-1	-3	0
O=C(c1cc(COc2ccc3ncccc3c2)on1)N1CCCCCC1	12	1	-8	2	-5	-20	2	-2	5
Cc1nn(C)c(N)c1C(O)(c1nccn1C)C(F)(F)F (stereo not drawn)	-5	-1	-6	-3	-7	8	-5	/	-6
O=C(NNC(=S)NC(=O)c1cccnc1)c1ccc(Cl)cc1	16	-2	7	4	-163	-4	-5	-6	5
CCCC(C(=O)NC1CCCC1)N(CC1CCCO1)C(=O)c1snc(C(N)=O)c1N (stereo not drawn)	-9	-4	7	2	6	-8	-1	8	-9
CCCc1nnc(NC(=O)C(CC)OC(=O)c2cc(C)nc3ccccc23)s1 (stereo not drawn)	12	-2	-4[fluorescence artefact?]	2[fluorescence artefact?]	2	-34	-3	2	7
CCN(CC)CCNC(=O)/C(=C\c1cccn1C)NC(=O)c1cccs1	16	0	-2[fluorescence artefact?]	1	-7	3	4	-2	12
O=[N+]([O-])c1ccc2[nH]c(O)c(N=NC(=S)NCC3CCCO3)c2c1 (stereo not drawn)	10	-3	8	4	-2	-17	0	12	3
O=C(CCn1nc(-c2ccccc2)c2ccccc2c1=O)NCC1CCCO1 (stereo not drawn)	21	4	9	-14	2	7	0	/	6
COc1ccc(-c2nnc3n(CCc4ccccc4)c(=O)c4ccccc4n23)c(OC)c1	5	1	16	-6[fluorescence artefact?]	3	-8	1	6	4
CCCN1C2CCCC1CC(NC(=O)c1ccccc1OCC)C2 (stereo not drawn)	8	4	5	-10	-11	-17	2	-1	0
CCOC(=O)C1CCCN(c2c(NCCCN(CC)c3ccccc3)c(=O)c2=O)C1 (stereo not drawn)	0	1	-22	-13	1	-9	-1	-1	4
COc1ccc(NC(=S)N(CCO)Cc2ccccc2)cc1	2	-1	-8	2	-5	-5	3	-3	-3
COc1ccc(C/C(C)=N/NC(=O)c2cccnc2)cc1	9	-2	4[fluorescence artefact?]	0	-12	-1	3	9	4
O=C(COc1ncnc2c(Cl)cc(Cl)cc12)N1CCCCC1	-4	-1	5[fluorescence artefact?]	3[fluorescence artefact?]	-4	-6	4	6	-3
O=C(CNC(=O)c1ccc(Cl)cc1)Nc1ccccc1C(F)(F)F	9	0	-7	-5	1	-7	1	6	-1
O=C(OCCCN1CCCCC1)c1ccc(O)cc1	0	0	-18	4	-13	-19	4	-7	-9
CS(=O)(=O)N1CCN(C(=O)c2cc(-c3ccccc3)nc3ccccc23)CC1	-11	-1	-5	2	-18	-7	-1	-5	0
CCOC(=O)C1CCCN(c2c(NCCCN(C)Cc3ccccc3)c(=O)c2=O)C1 (stereo not drawn)	4	-4	-6[fluorescence artefact?]	1	-48	/	1	4	2
CCCn1c(C(C)NC(=O)c2ccccc2)n[nH]c1=S (stereo not drawn)	27	0	-5	2	2	-15	4	8	18
C=CC(=O)NC(C)(C)Cc1ccccc1	2	-3	-3	0	-8	-18	2	6	-6
COc1ccc(N(Cc2nnc3n2CCCCC3)C(=O)Nc2ccccc2)cc1	0	1	-8	3	-3	1	2	6	-5
COc1ccc(NC(=O)CCC(=O)N(Cc2ccc(OC)c(OC)c2)c2nccs2)cc1	10	-1	-12	2	-4	-5	1	/	9
CCCCn1c(NC(=O)c2ccco2)c(S(=O)(=O)c2ccc(C)cc2)c2nc3ccccc3nc21	-3	-1	6[fluorescence artefact?]	5	-14	-10	27*	/	-4
O=C1NN=C(c2ccc(Cl)cc2)CC1c1c[nH]c2ccccc12 (stereo not drawn)	3	3	-12	-2	-6	-4	3	5	-4
CCC(=O)Nc1ccc(C(=O)CSc2nnc(CNc3ccc(Cl)cc3)o2)cc1OC	14	0	-2	-3	-7	-15	-9	3	0
CCc1ccc(OCC(=O)N/N=C(\C)c2ccc(-n3ccnc3)cc2)cc1	-3	0	3	1	-7	-6	3	-9	-6
Cc1ccc(NC(=O)COC(=O)CCc2c[nH]c3ccccc23)cc1[N+](=O)[O-]	13	-1	-6[fluorescence artefact?]	2	-6	0	-2	1	5
CCOc1ncccc1C(=O)NCc1ccccc1F	-5	1	-14	-11	-21	-18	3	18	-4
O=C(NCCCN1CCOCC1)c1ccc(S(=O)(=O)N2CCOCC2)cc1	1	1	-10	5	1	-11	4	-2	-6
CCOC(=O)CSc1nc(-c2ccccc2)nc2ccc(C)cc12	5	5	-2	-1	-9	5	6	11	-4
C=CCNc1nc(Cl)nc(Nc2ccc(OCC)cc2)n1	27	2	9[fluorescence artefact?]	10[fluorescence artefact?]	-13	-4	1	-9	22
CSCc1c(C(=O)Nc2ccc(N3CCOCC3)cc2)oc2ccccc12	8	0	10	-6	-3	-1	0	6	-3
Cc1nn(Cc2ccccc2)c(C)c1NC(=O)CSc1nc2c(c(C(F)(F)F)n1)CCc1ccccc1-2	9	-1	33[fluorescence artefact?]	8[fluorescence artefact?]	-26	-2	-7	-5	0
COC(=O)N1CCN(CCc2ccccc2)CC1	-3	-2	-6	-10	-22	-6	2	6	-6
Cc1cccn2c(=O)c3cc(C#N)c(=O)n(CC4CCCO4)c3nc12 (stereo not drawn)	-112	-1	17	9	-429	1	5	6	-14
Cc1cccc(C(=O)Nc2ccnc(-c3ccncc3)n2)c1	7	5	-28	7	-1	0	4	-3	-1
COCCCNC(=O)c1ccc(Cn2c(=O)c3ccccc3n(Cc3cc(C)ccc3C)c2=O)cc1	3	0	0	4	-8	-10	-1	5	-10
CCNC(=S)NS(=O)(=O)c1ccc(Cl)cc1	3	-2	13[fluorescence artefact?]	0	-29	-4	4	-3	-2
COc1ccc(NC(=S)NCCc2ccc(Cl)cc2)c(OC)c1	11	-1	-18	8[fluorescence artefact?]	4	/	1	14	3
O=C1NC2(CCCCCC2)Oc2ccccc21	8	4	-1	1	2	14	0	-8	0
CCN(CC)C(=O)CSc1nnc(-c2ccccn2)n1-c1ccccc1OC	11	2	-4	-6	5	/	7	-6	3
O=C(Nc1cc(Cl)ccc1Oc1ccccc1)c1cnccn1	12	1	-3	-6	-1	1	4	-14	0
CSc1nc(C)cc(NC(N)=O)n1	-8	-2	6	-2	-14	-8	-4	10	-1
CC(C(=O)O)N1C(=O)c2cccc3cccc1c23 (stereo not drawn)	15	5	4	1	7	-19	4	-4	1

13 entries already listed, sorted by number of heavy atoms, lowest first.
SMILES	FXIIa inh	Wee1 degr inh	14-3-3 Bad inh	eIF4E-4G inh	hK5 inh	MDM2 E3 inh	p97 inhibitor	Rad51 HR inh	FXIa inh
CSc1nc(C)cc(NC(N)=O)n1	-8	-2	6	-2	-14	-8	-4	10	-1
CCNC(=S)NS(=O)(=O)c1ccc(Cl)cc1	3	-2	13[fluorescence artefact?]	0	-29	-4	4	-3	-2
O=C1NC2(CCCCCC2)Oc2ccccc21	8	4	-1	1	2	14	0	-8	0
CC(C(=O)O)N1C(=O)c2cccc3cccc1c23 (stereo not drawn)	15	5	4	1	7	-19	4	-4	1
C=CCNc1nc(Cl)nc(Nc2ccc(OCC)cc2)n1	27	2	9[fluorescence artefact?]	10[fluorescence artefact?]	-13	-4	1	-9	22
Cc1cccc(C(=O)Nc2ccnc(-c3ccncc3)n2)c1	7	5	-28	7	-1	0	4	-3	-1
O=C(Nc1cc(Cl)ccc1Oc1ccccc1)c1cnccn1	12	1	-3	-6	-1	1	4	-14	0
CCOC(=O)CSc1nc(-c2ccccc2)nc2ccc(C)cc12	5	5	-2	-1	-9	5	6	11	-4
Cc1cccn2c(=O)c3cc(C#N)c(=O)n(CC4CCCO4)c3nc12 (stereo not drawn)	-112	-1	17	9	-429	1	5	6	-14
O=C(NCCCN1CCOCC1)c1ccc(S(=O)(=O)N2CCOCC2)cc1	1	1	-10	5	1	-11	4	-2	-6
CCN(CC)C(=O)CSc1nnc(-c2ccccn2)n1-c1ccccc1OC	11	2	-4	-6	5	/	7	-6	3
COCCCNC(=O)c1ccc(Cn2c(=O)c3ccccc3n(Cc3cc(C)ccc3C)c2=O)cc1	3	0	0	4	-8	-10	-1	5	-10
Cc1nn(Cc2ccccc2)c(C)c1NC(=O)CSc1nc2c(c(C(F)(F)F)n1)CCc1ccccc1-2	9	-1	33[fluorescence artefact?]	8[fluorescence artefact?]	-26	-2	-7	-5	0

Looked up by compound from above (2):
SMILES	FXIIa inh	Wee1 degr inh	14-3-3 Bad inh	eIF4E-4G inh	hK5 inh	MDM2 E3 inh	p97 inhibitor	Rad51 HR inh	FXIa inh
CCN(CC)C(=O)CSc1nnc(-c2ccccn2)n1-c1ccccc1OC	11	2	-4	-6	5	/	7	-6	3
CCNC(=S)NS(=O)(=O)c1ccc(Cl)cc1	3	-2	13[fluorescence artefact?]	0	-29	-4	4	-3	-2

High-throughput results as filed in PubChem BioAssay.
